OX1R antag = antagonists of human orexin 1 receptor (OX1R); O43613; 1.8% of 330,000 active; inhibition, % at 6.6 µM; AID 485270; OX1R-expressing cells, FRET antagonist read-out; in the data active = inhibition mostly above about 38%, no sharp cut-off; inactive = mostly below about 40%;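 note: 0% = agonist challenge alone and 100% = reference antagonist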
KCNQ2 inh = KCNQ2 channel blockers in CHO-K1 cells – cell-based, FluxOR thallium flux, B-score, primary screen (AID 2156) | 1.1% of 310,000 active | B-score at 10 µM | O88943 | 20 min; active compounds read low;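 active = fluorescence ratio B-score at most minus 3 library SDs, with starting brightness B-score within 2 library SDs, cut at about -5.5 in these data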
Target sequence (O88943 whole entry, looked up): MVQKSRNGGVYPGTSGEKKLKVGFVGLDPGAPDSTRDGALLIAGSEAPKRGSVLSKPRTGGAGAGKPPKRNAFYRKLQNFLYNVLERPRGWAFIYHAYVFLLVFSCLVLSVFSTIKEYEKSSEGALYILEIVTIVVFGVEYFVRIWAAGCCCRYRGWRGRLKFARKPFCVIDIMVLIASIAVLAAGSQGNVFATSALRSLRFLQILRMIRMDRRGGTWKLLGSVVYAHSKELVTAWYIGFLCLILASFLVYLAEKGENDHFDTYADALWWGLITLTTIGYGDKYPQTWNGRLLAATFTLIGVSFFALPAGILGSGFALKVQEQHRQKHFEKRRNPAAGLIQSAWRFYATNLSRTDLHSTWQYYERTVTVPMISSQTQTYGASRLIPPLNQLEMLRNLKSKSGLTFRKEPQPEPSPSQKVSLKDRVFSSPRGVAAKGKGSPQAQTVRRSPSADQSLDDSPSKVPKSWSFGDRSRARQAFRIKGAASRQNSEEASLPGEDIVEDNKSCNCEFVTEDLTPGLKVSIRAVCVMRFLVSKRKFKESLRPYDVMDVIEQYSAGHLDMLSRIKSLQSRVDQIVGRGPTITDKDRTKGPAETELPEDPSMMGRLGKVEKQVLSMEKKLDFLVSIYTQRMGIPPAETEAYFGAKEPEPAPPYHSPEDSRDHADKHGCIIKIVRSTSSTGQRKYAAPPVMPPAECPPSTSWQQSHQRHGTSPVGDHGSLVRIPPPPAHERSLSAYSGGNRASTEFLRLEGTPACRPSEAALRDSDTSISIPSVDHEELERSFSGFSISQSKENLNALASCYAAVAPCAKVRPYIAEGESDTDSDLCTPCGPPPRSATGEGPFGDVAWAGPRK
STK33 kinase inh = human STK33 kinase inhibition. purified STK33, MBP phosphorylation, ADP-Glo luminescence. 0.073% of 320,000 active. AID 2661. inhibition, % at 10 µM;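 active = inhibition at or above 25%, using the most active replicate where run in duplicate; inactive = inhibition below 25%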
The depositor's hits bear a star.

For COCCNC(=O)CN1CCC(n2c(C)nc3cc(C(F)(F)F)ccc32)CC1 the results were OX1R antag 14, KCNQ2 inh inactive and STK33 kinase inh 2.1.
For O=C(O)/C=C/c1ccc(S(=O)(=O)Nc2ccc3[nH]c(=O)[nH]c3c2)cc1 the results were OX1R antag 39, KCNQ2 inh inactive and STK33 kinase inh 0.3.
Screening C=CCc1c(C)nc(SCC(=C)C)[nH]c1=O returned OX1R antag 4, KCNQ2 inh inactive and STK33 kinase inh -0.7.
Screening Cc1nn(-c2ccc(Cl)cc2)c(Cl)c1/C=C(\C#N)C(N)=O returned OX1R antag 10 and KCNQ2 inh inactive.
For COC(=O)c1cc2sccc2n1Cc1nc(-c2ccc(Cl)cc2)oc1C the results were OX1R antag 7, KCNQ2 inh inactive and STK33 kinase inh -0.1.
NC(=O)[C@@H]1CCCNc2c(I)cc([N+](=O)[O-])cc2C(=O)N[C@@H](CCC(=O)O)C(=O)N[C@@H](CO)C(=O)N1 was read as OX1R antag 67* and STK33 kinase inh -0.2.
`O=C(c1c(F)cccc1F)N1CCN(CCOc2ccccc2)CC1` gave OX1R antag -7, KCNQ2 inh inactive and STK33 kinase inh -2.9.
For CC(C)CC1CC(=O)OC1(C)C(=O)CSc1nc2ccccc2s1 (stereo not drawn) the results were OX1R antag 16, KCNQ2 inh inactive and STK33 kinase inh 0.1.
For CC1CC(C)CN(CCCNC(=O)C2CCC(=O)N2C2CCCC2)C1 (stereo not drawn) the results were OX1R antag 5, KCNQ2 inh inactive and STK33 kinase inh -2.3.
Cc1c(NC(=O)C(C)OC(=O)CNC(=O)c2ccc(C(C)(C)C)cc2)c(=O)n(-c2ccccc2)n1C (stereo not drawn) was read as OX1R antag 8, KCNQ2 inh inactive and STK33 kinase inh -0.8.
`Cc1ccccc1NS(=O)(=O)c1ccc(C(=O)NCCCN2CCOCC2)cc1` gave OX1R antag 7, KCNQ2 inh inactive and STK33 kinase inh -2.8.
`Cc1ccccc1C(=O)Nc1cccc(NC(=O)c2ncn[nH]2)c1` gave OX1R antag 13, KCNQ2 inh inactive and STK33 kinase inh -0.7.
For CCn1cc(C(=O)N2CCc3ccccc32)c(=O)c2cc(S(=O)(=O)N(C)C3CCCCC3)ccc21 the results were OX1R antag 11, KCNQ2 inh inactive and STK33 kinase inh 1.6.
`O=C(CSc1ccc(F)cc1)N1CCOCC1` gave OX1R antag 11, KCNQ2 inh inactive and STK33 kinase inh -1.9.
`COc1cccc(C2NC(=O)NC(C)=C2C(=O)OCCSC)c1OC` (stereo not drawn) gave OX1R antag 4, KCNQ2 inh inactive and STK33 kinase inh -0.4.
For Cn1cccc1/C=C1\Cc2ccccc2C1=O the results were OX1R antag 40, KCNQ2 inh inactive and STK33 kinase inh -1.2.
For CSCCC(NC(=O)c1ccco1)C(=O)OC(C)C(=O)NC(=O)NC1CCCCC1 (stereo not drawn) the results were OX1R antag 19, KCNQ2 inh inactive and STK33 kinase inh -0.6.
Cc1nc2c(sc(=S)n2Cc2ccco2)c(=O)n1CC(=O)Nc1ccccc1Cl was read as OX1R antag 16, KCNQ2 inh inactive and STK33 kinase inh -1.4.
Cc1nc(-c2ccccc2)nc2[nH]c(=O)n(-c3ccccc3)c(=O)c12 was read as OX1R antag 6, KCNQ2 inh inactive and STK33 kinase inh -1.1.
O=C(Cc1ccccc1)Nc1ccc(N2CCCCC2)cc1 was read as OX1R antag 15, KCNQ2 inh inactive and STK33 kinase inh -0.7.
`Cc1ccc(-c2ccc(/C=N\n3cnnc3)o2)c(Br)c1` gave OX1R antag 8, KCNQ2 inh inactive and STK33 kinase inh -1.3.
Screening O=C(NCn1ccc(=O)[nH]c1=S)c1ccccc1 returned OX1R antag 16, KCNQ2 inh inactive and STK33 kinase inh -0.4.
`O=C(COC(=O)Cn1nnc2ccccc21)Nc1ccccc1Br` gave OX1R antag 7, KCNQ2 inh inactive and STK33 kinase inh -1.9.
Cc1cc(NC(=O)CCCN2C(=O)/C(=C/c3cccs3)SC2=S)no1 was read as OX1R antag 18, KCNQ2 inh inactive and STK33 kinase inh -0.4.
`O=C(c1cc([N+](=O)[O-])ccc1Cl)N1c2ccccc2Sc2ccccc21` gave OX1R antag 27, KCNQ2 inh inactive and STK33 kinase inh -0.6.
Screening O=C1C(C=Nc2ccccc2O)=C(O)c2ccccc21 returned OX1R antag 59*, KCNQ2 inh inactive and STK33 kinase inh 0.0.
For COc1ccc(C(CC(=O)N2CCCC2)c2c(OC)cc(OC)c3c(-c4ccccc4)cc(=O)oc23)cc1 (stereo not drawn) the results were OX1R antag 26, KCNQ2 inh inactive and STK33 kinase inh -1.8.
For O=C(NC1CCCC1)C1CC(c2ccc(F)cc2)=NO1 (stereo not drawn) the results were OX1R antag 6, KCNQ2 inh inactive and STK33 kinase inh 7.6.
O=C(NC12CC3CC(CC(C3)C1)C2)c1ccc(N2CCNCC2)c([N+](=O)[O-])c1 was read as OX1R antag 6, KCNQ2 inh inactive and STK33 kinase inh -1.0.
For Cc1ccc(SCC(=O)N2CCN(c3ccccn3)CC2)cc1 the results were OX1R antag 14, KCNQ2 inh inactive and STK33 kinase inh -0.3.
Cc1cc(C)c(NC(=O)c2cccs2)c(C)c1NC(=O)c1cccs1 was read as OX1R antag 20, KCNQ2 inh inactive and STK33 kinase inh -0.2.
For O=C(Nc1nnc(CCS(=O)(=O)c2ccc(Br)cc2)s1)c1ccc([N+](=O)[O-])cc1 the results were OX1R antag 14 and STK33 kinase inh 7.2.
`O=C(COCCOCC(=O)N(c1ccccn1)C1CCCCC1)N(c1ccccn1)C1CCCCC1` gave OX1R antag 14, KCNQ2 inh inactive and STK33 kinase inh -2.0.
For CCOc1ccccc1CN1CCN(Cc2ccon2)CC1CCO (stereo not drawn) the results were OX1R antag 13, KCNQ2 inh inactive and STK33 kinase inh -0.6.
Screening Cc1ccc(C(=O)C2CCOC(C)(C)C2)cc1 (stereo not drawn) returned OX1R antag 9 and KCNQ2 inh inactive.
`Cc1cc(C)c(NC(=O)C2C3/C=C\CCCCC32)c(C)c1` (stereo not drawn) gave OX1R antag -1, KCNQ2 inh inactive and STK33 kinase inh -1.3.

Molecules shown so far that have a furan ring, fused or not (3):
For CSCCC(NC(=O)c1ccco1)C(=O)OC(C)C(=O)NC(=O)NC1CCCCC1 (stereo not drawn) the results were OX1R antag 19, KCNQ2 inh inactive and STK33 kinase inh -0.6.
Cc1nc2c(sc(=S)n2Cc2ccco2)c(=O)n1CC(=O)Nc1ccccc1Cl was read as OX1R antag 16, KCNQ2 inh inactive and STK33 kinase inh -1.4.
`Cc1ccc(-c2ccc(/C=N\n3cnnc3)o2)c(Br)c1` gave OX1R antag 8, KCNQ2 inh inactive and STK33 kinase inh -1.3.

More compounds:
For O=C(NS(=O)(=O)N1CCCC1)C1=C(N2CCCC2)COC1=O the results were OX1R antag 1 and STK33 kinase inh -1.4.
For COc1ccc(CN2CCN(Cc3ccc(Br)cc3)CC2)c(OC)c1OC the results were OX1R antag 6, KCNQ2 inh inactive and STK33 kinase inh 1.3.
`O=C1Nc2ccccc2C1(c1ccccc1)c1ccccc1` gave OX1R antag 30, KCNQ2 inh inactive and STK33 kinase inh -1.5.
Screening Cc1coc2cc3oc(=O)c(CCC(=O)O)c(C)c3cc12 returned OX1R antag 9, KCNQ2 inh inactive and STK33 kinase inh -0.7.
COc1ccc(OC)c(NC(=O)c2cccc(N3C(=O)C4C5CCC(C5)C4C3=O)c2)c1 (stereo not drawn) was read as OX1R antag 17, KCNQ2 inh inactive and STK33 kinase inh -0.3.
For COc1ccccc1CN1CCCC(CN(CCN(C)C)C(=O)C2CCCC2)C1 (stereo not drawn) the results were OX1R antag 12, KCNQ2 inh inactive and STK33 kinase inh -0.2.
For COc1ccc(S(=O)(=O)N2CCCC(C(=O)Nc3ccc4c(c3)OCCO4)C2)cc1 (stereo not drawn) the results were OX1R antag 14, KCNQ2 inh inactive and STK33 kinase inh -2.8.
Screening CC1=CC(C)(C)N(C(=O)CSc2nnc(N)s2)c2ccccc21 returned OX1R antag 6, KCNQ2 inh inactive and STK33 kinase inh -2.1.
CSCCCNC(=S)N(C)CC(=O)Nc1ccc(C)cc1 was read as OX1R antag 17, KCNQ2 inh inactive and STK33 kinase inh -0.7.
`Cc1nn(CCOc2ccccc2)c(=O)n1-c1ccc(Cl)cc1` gave OX1R antag 22, KCNQ2 inh inactive and STK33 kinase inh -2.4.
`COC(=O)c1sccc1-c1ccc(C(=O)Nc2cccnc2)o1` gave OX1R antag 24, KCNQ2 inh inactive and STK33 kinase inh 3.2.
Screening O=C1CCC/C1=C/Nc1ccc2c(c1)OCO2 returned OX1R antag 22, KCNQ2 inh inactive and STK33 kinase inh 1.1.

A draw from above in order of length of the SMILES, smallest number first.
`O=C(CSc1ccc(F)cc1)N1CCOCC1` gave OX1R antag 11, KCNQ2 inh inactive and STK33 kinase inh -1.9.
For Cc1ccc(SCC(=O)N2CCN(c3ccccn3)CC2)cc1 the results were OX1R antag 14, KCNQ2 inh inactive and STK33 kinase inh -0.3.
`O=C(COC(=O)Cn1nnc2ccccc21)Nc1ccccc1Br` gave OX1R antag 7, KCNQ2 inh inactive and STK33 kinase inh -1.9.
For CC(C)CC1CC(=O)OC1(C)C(=O)CSc1nc2ccccc2s1 (stereo not drawn) the results were OX1R antag 16, KCNQ2 inh inactive and STK33 kinase inh 0.1.
For CSCCC(NC(=O)c1ccco1)C(=O)OC(C)C(=O)NC(=O)NC1CCCCC1 (stereo not drawn) the results were OX1R antag 19, KCNQ2 inh inactive and STK33 kinase inh -0.6.
`O=C(COCCOCC(=O)N(c1ccccn1)C1CCCCC1)N(c1ccccn1)C1CCCCC1` gave OX1R antag 14, KCNQ2 inh inactive and STK33 kinase inh -2.0.

More records follow:
Screening O=C(Oc1ccc(=O)n(-c2ccccc2)n1)c1ccccc1 returned OX1R antag 19, KCNQ2 inh inactive and STK33 kinase inh 1.9.
For O=C(O)c1cccc(S(=O)(=O)N2CCCC(c3nc4c(nnn4Cc4ccc(F)cc4)c(=O)[nH]3)C2)c1 (stereo not drawn) the results were OX1R antag 12, KCNQ2 inh inactive and STK33 kinase inh 5.6.
Screening COc1ccc(NC(=O)c2nc[nH]c2C(=O)NCCCCCNC(=O)OC(C)(C)C)cc1 returned OX1R antag 3 and STK33 kinase inh -3.9.
O=C(CCc1nc(-c2ccccc2Cl)no1)NCCc1ccccc1 was read as OX1R antag 15, KCNQ2 inh inactive and STK33 kinase inh -1.0.
`O=C1NC(=S)N/C1=C/c1ccc2c(c1)OCO2` gave OX1R antag 1, KCNQ2 inh inactive and STK33 kinase inh 5.9.
For CCn1cc(C(=O)O)c(=O)c2cc(S(=O)(=O)N3CCCCCC3)ccc21 the results were OX1R antag 16, KCNQ2 inh inactive and STK33 kinase inh -3.6.
Screening CCOc1ccc(N2CC(C(=O)NC3CCCCCC3)CC2=O)cc1 (stereo not drawn) returned OX1R antag 12, KCNQ2 inh inactive and STK33 kinase inh -2.8.
Cc1ccccc1OCCCCCn1ccnc1 was read as OX1R antag 5, KCNQ2 inh inactive and STK33 kinase inh -0.3.
Cc1sc2ncn(/N=C/c3ccco3)c(=O)c2c1C was read as OX1R antag 8, KCNQ2 inh inactive and STK33 kinase inh -0.7.
Cc1ccc(NC(=O)C2C3/C=C\CCCCC32)cc1 (stereo not drawn) was read as OX1R antag 15, KCNQ2 inh inactive and STK33 kinase inh -0.9.
`COc1cc2[nH]c(=S)n(Cc3ccc(C)o3)c(=O)c2cc1OC` gave OX1R antag 2, KCNQ2 inh inactive and STK33 kinase inh 5.5.
COc1cccc(NS(=O)(=O)c2ccc3c(c2)N(C(C)=O)CCO3)c1 was read as OX1R antag 10, KCNQ2 inh inactive and STK33 kinase inh 0.1.
For CCCCc1nc2cc(C(=O)N(C)CCc3cn[nH]c3)ccc2o1 the results were OX1R antag 6, KCNQ2 inh inactive and STK33 kinase inh -0.7.
For CC1CCC2(CC1)SCC(=O)N2c1ccc(F)cc1 (stereo not drawn) the results were OX1R antag 41, KCNQ2 inh inactive and STK33 kinase inh -1.9.
`COc1ccc(NC(=O)N2CCCC2C(=O)NCc2ccc(F)cc2)cc1` (stereo not drawn) gave OX1R antag 7, KCNQ2 inh inactive and STK33 kinase inh -4.6.
`CC1=C(C(=O)OCCC#N)C(c2cc3c(cc2Br)OCO3)NC(=O)N1` (stereo not drawn) gave OX1R antag -12, KCNQ2 inh inactive and STK33 kinase inh 0.1.
Screening CCCCCc1ccc(-c2ccc(/C=C/C(=O)O)cc2)nc1 returned OX1R antag 14, KCNQ2 inh inactive and STK33 kinase inh 0.3.
Screening Cc1c(Cl)cccc1NC(=S)Nn1cnnc1 returned OX1R antag 20, KCNQ2 inh inactive and STK33 kinase inh 1.6.
`NS(=O)(=O)c1cccc(NC(=O)COC(=O)c2ccccc2C(=O)c2ccccc2)c1` gave OX1R antag 5 and STK33 kinase inh -1.1.
`Cc1cc(C)nc(NC(=NCCc2c[nH]c3ccccc23)NC(=O)Nc2ccccc2)n1` gave OX1R antag 24, KCNQ2 inh inactive and STK33 kinase inh -1.2.
Screening O=C(CSc1nc2ccc(Nc3nc(N4CCOCC4)nc(N4CCOCC4)n3)cc2s1)N1CCOCC1 returned OX1R antag 6, KCNQ2 inh inactive and STK33 kinase inh -1.4.
For Cc1cccc2c(=O)c(-c3ccc4c(c3)OCO4)c(NC(=O)c3ccco3)oc12 the results were OX1R antag 11, KCNQ2 inh inactive and STK33 kinase inh 1.0.
`COC(=O)c1[nH]c2ccc(C)cc2c1NC(=O)CN1CCN(c2ccccc2)CC1` gave OX1R antag 7, KCNQ2 inh inactive and STK33 kinase inh -0.8.
COc1ccc(Cl)cc1N(CC(=O)Nc1ccccc1C(=O)NCc1ccco1)S(C)(=O)=O was read as OX1R antag 39, KCNQ2 inh inactive and STK33 kinase inh -0.4.
`O=C(NCCO)c1cc(-c2cc(C(=O)NCCO)c3ccccc3n2)nc2ccccc12` gave OX1R antag -7, KCNQ2 inh inactive and STK33 kinase inh -1.8.
